TNAP activators: human TNAP enzyme activators, primary screen, biochemical, luminescent, no phosphate acceptor, uHTS (AID 1001); Alkaline phosphatase, tissue-nonspecific isozyme (Homo sapiens); purified TNAP, luminescent activation assay, no phosphate acceptor; higher activation fold means a stronger effect; activation fold at 20 µM; hits with a dose series show EC50 in µM; 200,000 tested, 0.03% active; in the data active = activation fold from about 3, or a potency from the dose series; inactive = the rest, 99 in 100 with activation fold below about 1.6; also: many of its hits are not listed in these tables
KOR beta-arrestin-1: KOR agonists, beta-arrestin recruitment, primary screen, cell-based, luminescence, uHTS (AID 1777). Kappa-type opioid receptor (Homo sapiens). KOR beta-arrestin recruitment, luminescence; higher % means a stronger effect. activation, % at 10 µM, or EC50 in µM where a hit was titrated. 280,000 tested, 0.02% active; in the data active = activation above about 50%, passing the limit was not always enough; also: a part of the inactive calls stands beside numbers as strong as those of hits
NOD2 inhibition: NOD2 signaling inhibitors, cell-based, luminescence, uHTS, HEK293 (AID 1566); HEK293 NOD2/NF-kB luciferase reporter, luminescence; higher % means a stronger effect; inhibition, % at 4 µM, or EC50 in µM where a hit was titrated; 290,000 tested, 0.63% active; also: many of its hits are not listed in these tables
NOD1 NF-kB reporter: NOD1 signaling inhibitors, primary screen, cell-based, luminescence, uHTS (AID 1578); NOD1-driven NF-kB luciferase reporter cells, luminescence; higher % means a stronger effect; inhibition, % at 4 µM; hits with a dose series show EC50 in µM; 290,000 tested, 1% active; in the data active = inhibition mostly above about 36%, no sharp cut-off; inactive = mostly below about 34%;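 also: HEK-293T reporter cells stimulated with the NOD1 agonist gamma-tri-DAP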
LYP inhibition: inhibitors of LYP phosphatase, biochemical, fluorescence intensity, uHTS (AID 1779) | recombinant LYP phosphatase, fluorescence intensity; higher % means a stronger effect | Tyrosine-protein phosphatase non-receptor type 22 (Homo sapiens) | 290,000 tested, 0.054% active | one-dose inhibition, % at 11.5 µM; IC50 in µM for titrated hits;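 also: plate controls were vehicle with enzyme for no effect and no enzyme for full effect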
KOR beta-arrestin-2: KOR antagonists, beta-arrestin recruitment, cell-based, luminescence, uHTS (AID 1778); 290,000 tested, 0.091% active; one-dose inhibition, % at 10 µM; IC50 in µM for titrated hits; KOR beta-arrestin recruitment, luminescence, antagonist mode; higher % means a stronger effect; also: strong numbers were not always called active
PMI inhibitors: inhibitors of human PMI, primary screen, biochemical, fluorescence intensity, coupled assay (AID 1209) | one-dose inhibition, % at 20 µM; IC50 in µM for titrated hits | 190,000 tested, 0.42% active | Mannose-6-phosphate isomerase (Homo sapiens) | purified PMI enzyme, coupled fluorescence intensity; higher % means a stronger effect;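 also: plate controls were DMSO vehicle for no effect and wells lacking substrate for full effect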
XIAP antagonists: XIAP antagonists, biochemical, IAP family, fluorescence polarization (AID 1018); E3 ubiquitin-protein ligase XIAP (Homo sapiens); XIAP BIR domain, fluorescence polarization peptide displacement; higher % means a stronger effect; displacement, % at 20 µM; hits with a dose series show IC50 in µM; 200,000 tested, 0.007% active; in the data active = displacement above about 50%; also: a part of the inactive calls stands beside numbers as strong as those of hits
PMI inhibition: human PMI inhibitors, high substrate, primary screen, biochemical, fluorescence intensity, high mannose 6-phosphate (AID 1220) | recombinant PMI enzyme, coupled fluorescence intensity; higher % means a stronger effect | 190,000 tested, 0.66% active | inhibition, % at 20 µM; hits with a dose series show IC50 in µM | Mannose-6-phosphate isomerase (Homo sapiens)
Numbers without * were called inactive; x = no result given; [ ] = dose if it differs, or a comment. Rule as the data show it, unless noted: active = inhibition above about 50%; inactive = the rest.

SMILES	TNAP activators	KOR beta-arrestin-1	NOD2 inhibition	NOD1 NF-kB reporter	LYP inhibition	KOR beta-arrestin-2	PMI inhibitors	XIAP antagonists	PMI inhibition
CCOC(=O)CSc1cc(CS(=O)(=O)c2ccccc2)nc(-c2ccccc2)n1	1	6.7%	1.9%	-11.0%	-5.2%	-5.6%	11.0%	-7.4%	8.4%
O=C(COC(=O)c1cccc(Br)c1)NCCc1ccc(F)cc1	1.1	-1.2%	12.9%	6.9%	-2.2%	3.1%	0.5%	2.2%	-0.9%
COc1ccc(CNC(=O)CN(C(=O)CCC(=O)Nc2ccccn2)c2cc(C)ccc2C)cc1	x	0.4%	-1.7%	-33.0%	-2.1%	1.5%	x	x	x
Cc1ccc(/C=C2/SC(=S)N(CC(=O)Nc3ncc(Cc4ccc(C)cc4)s3)C2=O)cc1	1.1	-2.8%	13.4%	-8.6%	-4.4%	28.7%	-14.8%	-3.3%	-15.7%
CCOc1ccc(C(=O)NCC(=O)OCC(=O)N2CCCC2)cc1	1.1	-0.5%	4.3%	-39.2%	-4.9%	-13.1%	-11.0%	-5.8%	-10.6%
CCCCNC(=S)NNC(=O)c1cc(C)on1	1.3	0.4%	5.8%	x	-11.4%	-34.2%	14.3%	-4.8%	15.7%
NNc1nc2c(-c3ccc(Cl)cc3)nnn2c2ccccc12	1.3	-1.9%	-98.8%	-57.8%	5.2%	-16.1%	-3.3%	-2.2%	-5.6%
OCCN(CCO)CC(O)COCCC12CC3CC(CC(C3)C1)C2 (stereo not given)	1	-6.0%	17.6%	9.5%	-3.4%	-15.7%	-9.1%	-24.0%	-16.9%
COC(=O)/C(C#N)=C1/SC=C(C)N1c1ccccc1	1	-1.0%	4.6%	-22.1%	1.4%	-2.7%	1.4%	-7.9%	-3.8%
CCOC(=O)N1CCN(Cc2nc(-c3cccc(C)c3)no2)CC1	1.1	4.9%	2.8%	-6.0%	-8.8%	20.0%	6.2%	-3.3%	2.8%
CSc1n[nH]c(-c2ccc(C(F)(F)F)cc2)n1	x	1.8%	-19.1%	4.9%	-4.8%	29.9%	x	x	x
COc1ccc(/C=C/C(=O)Nc2ccc(C34CC5CC(CC(O)(C5)C3)C4)cc2)cc1OC	1	4.0%	-186.9%	-95.0%	2.1%	-14.1%	-1.0%	4.0%	-3.9%
CCOc1ccc(C(C)=O)cc1Cn1nc(C(=O)O)c2ccccc2c1=O	1	-8.7%	11.5%	-18.0%	0.3%	-3.3%	7.1%	-3.6%	14.9%
CCN(CC)C(=S)Nc1c(C)n(C)n(-c2ccccc2)c1=O	0.9	-2.8%	-9.8%	-37.8%	-4.7%	15.5%	-11.7%	-3.8%	-4.0%
CCN1CCN(CCC(=O)Nc2cc(OC)cc(OC)c2)CC1	x	-2.1%	11.6%	-15.9%	-7.5%	-22.3%[20 µM]	x	x	x
Cc1c(Br)c([N+](=O)[O-])nn1C(C)C(=O)NCc1ccco1 (stereo not given)	1.1	-5.7%	6.7%	-3.9%	-2.7%	-9.6%	2.8%	-2.3%	2.7%
Cc1ccc(CNS(=O)(=O)c2ccc(F)c(F)c2)n1C	x	3.5%	17.8%	25.4%	-1.2%	3.9%	x	x	x
Cc1ccc(S(=O)(=O)N2CCCC2C(=O)O)s1 (stereo not given)	1.1	-3.4%	11.2%	12.7%	-13.7%	-34.0%	-8.4%	-8.6%	-13.3%
COc1ccccc1NC(=O)Cn1nnc2sc3c(c2c1=O)CC(C)(C)OC3	x	4.1%	21.8%	-10.5%	-5.0%	-14.7%	x	x	x
CC(C)(C)C1CCc2onc(C(=O)O)c2C1 (stereo not given)	1	-2.4%	8.6%	-26.2%	-10.5%	-7.1%	-5.4%	-3.1%	-8.1%
CC(C)CCOc1ccc(C(=O)CCNC(C)C(=O)O)cc1 (stereo not given)	1	-1.8%	6.8%	11.5%	-7.9%	25.7%	-0.5%	-3.1%	-5.0%
O=C(NCc1ccccc1)C(c1ccccc1)N(C(=O)c1csnn1)c1ccc(F)cc1 (stereo not given)	x	-2.4%	9.5%	9.1%	-6.0%	-28.1%	x	x	x
O=[N+]([O-])c1ccc(F)cc1Oc1nc(-c2cccnc2)nc2ccccc12	1.1	-6.5%	19.0%	-4.5%	-3.7%	-18.5%	3.9%	-2.3%	12.7%
O=C(Nc1ccc2c(c1)CCC2)C1COc2ccccc2O1 (stereo not given)	1	3.5%	-60.5%	-12.4%	0.6%	-13.3%	-3.6%	-11.4%	-0.2%
CCC(C)NC(=O)c1c(-c2cc(Cl)c(OC)c(Cl)c2)noc1C (stereo not given)	1.1	-1.8%	17.8%	-4.8%	-8.6%	-8.7%	1.5%	1.3%	3.8%

A draw from above in order of SMILES length, rising:
SMILES	TNAP activators	KOR beta-arrestin-1	NOD2 inhibition	NOD1 NF-kB reporter	LYP inhibition	KOR beta-arrestin-2	PMI inhibitors	XIAP antagonists	PMI inhibition
CC(C)(C)C1CCc2onc(C(=O)O)c2C1 (stereo not given)	1	-2.4%	8.6%	-26.2%	-10.5%	-7.1%	-5.4%	-3.1%	-8.1%
O=C(Nc1ccc2c(c1)CCC2)C1COc2ccccc2O1 (stereo not given)	1	3.5%	-60.5%	-12.4%	0.6%	-13.3%	-3.6%	-11.4%	-0.2%
COc1ccc(CNC(=O)CN(C(=O)CCC(=O)Nc2ccccn2)c2cc(C)ccc2C)cc1	x	0.4%	-1.7%	-33.0%	-2.1%	1.5%	x	x	x

Single records (already shown):
Entry for CCC(C)NC(=O)c1c(-c2cc(Cl)c(OC)c(Cl)c2)noc1C (stereo not given) : TNAP activators = 1.1; KOR beta-arrestin-1 = -1.8%; NOD2 inhibition = 17.8%; NOD1 NF-kB reporter = -4.8%; LYP inhibition = -8.6%; KOR beta-arrestin-2 = -8.7%; PMI inhibitors = 1.5%; XIAP antagonists = 1.3%; PMI inhibition = 3.8%
Entry for OCCN(CCO)CC(O)COCCC12CC3CC(CC(C3)C1)C2 (stereo not given) : TNAP activators = 1; KOR beta-arrestin-1 = -6.0%; NOD2 inhibition = 17.6%; NOD1 NF-kB reporter = 9.5%; LYP inhibition = -3.4%; KOR beta-arrestin-2 = -15.7%; PMI inhibitors = -9.1%; XIAP antagonists = -24.0%; PMI inhibition = -16.9%

Continued.
SMILES	TNAP activators	KOR beta-arrestin-1	NOD2 inhibition	NOD1 NF-kB reporter	LYP inhibition	KOR beta-arrestin-2	PMI inhibitors	XIAP antagonists	PMI inhibition
CC(C)Cc1cc(CN2CCC(CO)(Cc3cccc(C(F)(F)F)c3)CC2)[nH]n1	1	x	7.8%	-28.0%	-2.1%	-19.3%[20 µM]	0.3%	-1.2%	5.3%
Cc1ccc(-c2[nH]nc3c2C(c2ccc(OC(=O)N4CCOCC4)cc2)C(C#N)=C(N)O3)cc1 (stereo not given)	0.9	-4.7%	-3.3%	-10.8%	4.0%	-26.1%	23.0%	-3.1%	17.1%
COc1ccccc1NC(=O)CSc1nnc(COc2ccccc2C)o1	x	2.8%	-4.5%	18.3%	-0.9%	10.9%	x	x	x
Cc1ccc(C(C)NC(=O)C2CCCC2)cc1C (stereo not given)	x	-3.2%	6.0%	-15.9%	-10.1%	17.4%	x	x	x
CC1CN(C(=O)COC(=O)c2cc(=O)c3ccccc3o2)CC(C)O1 (stereo not given)	x	0.3%	-1.8%	-18.2%	-7.5%	3.3%	x	x	x
O=C(Nc1ccn(Cc2ccccc2)n1)c1ccc(F)cc1	1.1	-2.4%	-76.3%	-12.3%	-5.2%	-23.4%[20 µM]	0.5%	-2.2%	-3.2%
COc1cccc(C(=O)Nc2ccccc2NC(=O)c2cccc(OC)c2)c1	x	x	9.3%	-10.9%	-5.6%	-16.5%[20 µM]	x	x	x
Cc1[nH]nc2c1C(c1ccsc1)C1=C(CC(C)(C)CC1=O)N2 (stereo not given)	1.2	-1.6%	-5.6%	-21.4%	-2.1%	20.1%	4.7%	-2.8%	6.1%
CC[C@@H](Nc1ncnc2c1oc1ccccc12)C(=O)O	x	0.0%	17.2%	-5.0%	1.1%	5.4%	x	x	x
Cc1cc(C)n(-c2ccc(C(=O)N3CC(C)OC(C)C3)cc2)n1 (stereo not given)	1.1	-1.1%	10.9%	27.3%	-2.0%	11.5%	-12.4%	-2.5%	0.6%
O=S(=O)(c1ccc2ccccc2c1)N(CC(O)CN1CCOCC1)c1ccccc1 (stereo not given)	1.1	0.9%	-12.6%	-19.6%	3.3%	-6.0%	3.0%	-2.4%	-0.7%
COc1ccccc1N(CC(=O)NCc1ccc2c(c1)OCO2)C(=O)CCC(=O)Nc1nccs1	x	-1.0%	-23.8%	-32.6%	-7.7%	4.2%	x	x	x
Cc1ccccc1NC(=O)Cc1nc(-c2ccc3ccccc3c2)cs1	1	2.9%	8.3%	-18.1%	-2.2%	-3.3%	10.2%	-2.3%	6.4%
O=C(C[n+]1ccc(C(=O)N/N=C/c2ccc(Br)cc2)cc1)c1ccccc1	0.8	0.4%	0.6%	-15.0%	-8.1%	3.6%	-36.7%	13.9%	-56.0%
Cc1cc(Nc2ccc(C)c(Cl)c2)nc(N2CCOCC2)n1	x	3.0%	-11.3%	-7.7%	-6.6%	8.3%	x	x	x
O=C(Nc1cccnc1)c1ccc(COc2cc(Cl)ccc2Cl)o1	1.1	-0.2%	25.6%	-22.0%	-6.9%	9.8%	6.9%	-3.1%	6.2%
CCN(CC)C1CCN(C(=O)c2ccc3nc(Cc4ccc(OC)cc4)oc3c2)C1 (stereo not given)	x	-2.2%	13.7%	2.7%	-2.5%	1.5%	x	x	x
O=C(O)c1cc2nc(-c3cccs3)cc(C(F)(F)F)n2n1	1.1	2.9%	22.0%	-25.6%	4.4%	1.0%	-1.5%	-28.1%	11.1%
COc1ccc(N2CC(O)(c3ccc(C)cc3)[N+]3=C2CCCC3)cc1 (stereo not given)	1.2	-3.4%	4.8%	-2.8%	-0.4%	-22.8%	-18.0%	-4.0%	-10.6%
COc1cc(-c2nnc(SCC(=O)NC3CCCC3)n2C)cc(OC)c1O	x	4.0%	-3.2%	-1.2%	-8.4%	-2.1%	x	x	x
CC(=O)Nc1ccc(/C=C2\CCc3ccccc3C2=O)cc1	x	-9.1%	-11.7%	-5.3%	-2.4%	4.3%	x	x	x
Cc1ccc(NC(=O)CSCc2ccc(F)cc2)cc1	1	2.1%	-44.3%	-28.3%	-8.1%	-45.6%	1.8%	-3.7%	-2.5%
COc1nc(-c2ccccc2)ccc1-c1noc(-c2ccco2)n1	1.2	-4.1%	-55.2%	-44.7%	3.1%	1.9%	22.2%	-2.5%	20.8%
COc1ccccc1C(=O)Nc1ccc(-c2nnn(CC(=O)N3CCOCC3)n2)cc1	1	-8.3%	19.2%	-15.3%	-8.8%	-12.6%[20 µM]	11.1%	-9.7%	11.0%

These rows are one share of the data; count on the stated rates, not on these rows.
